# Bioassay records: PubChem, The Scripps Research Institute Molecular Screening Center
# TTR transcr act – TTR transcription activators in neuroblastoma reporter cells, primary screen, cell-based, luminescence, SH-SY5Y, TTR promoter Gaussia luciferase; 100% = recombinant luciferase protein wells; activation, % at 16.7 µM; AID 1117267, 2014; actives 1.3% (n = 92,000);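 active = activation above the mean of all tested compounds plus 3 SD, cut at about 9.5% in these data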;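 also: cells exposed to compounds for one day before reading; 0% = median of all test compound wells on the plate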
# * marks the source's active call; other numbers are inactive results. The list is partial (hit frequency here may not be typical).
TTR transcr act	molecule
2.5	COCc1cc(CN2CCCC(C(=O)c3cccc(C(F)(F)F)c3)C2)ccc1OC (stereo unspecified)
-0.8	CC(NC(=O)c1cc2cc([N+](=O)[O-])ccc2oc1=O)C1CCCO1 (stereo unspecified)
1.3	Cc1nc2ccccc2n1CC(=O)c1ccccc1
3.0	CCN(CC1CCCN(CCc2cccc(F)c2)C1)C(=O)c1cc2ccccc2o1 (stereo unspecified)
-1.7	O=C1NC[C@@H](CCCCN2C[C@H](Cc3ccccc3)N(CCC3CCCCC3)C(=O)C2=O)N(CCc2ccccc2)C1=O
2.5	CCNCc1nc2cc(OC)c(OC)cc2c(=O)[nH]1
3.7	O=[n+]1c2c(n([O-])c3c1CCCC3)CCCCC2
-3.0	O=C(N[C@@H]1CCC(=O)N(CC[C@H](Oc2ccccc2)c2ccccc2)CC1)OCc1ccccc1
3.3	O=C(OCC#CCSc1nnc(-c2ccccc2)o1)c1ccco1
0.2	CCOC(=O)c1ccc(NCc2nc3ccccc3n2C)cc1
-0.5	CC1CCCCN1C(=O)Cn1c(=O)n(-c2ccc(F)cc2)c(=O)c2sccc21 (stereo unspecified)
0.9	Cn1nnc(NCc2cc(Br)ccc2OCc2ccccc2F)n1
-2.8	Cc1ccc(CNC(=O)c2ccc3c(c2)S(=O)(=O)c2ccccc2C3=O)cc1
-4.7	CN1C(=O)/C(=C2/C=Cc3ccccc3N2CCCS(=O)(=O)O)SC1=S
0.6	CC1CCCC(C)N1C(=O)COC(=O)CSc1ccc([N+](=O)[O-])cc1 (stereo unspecified)
0.6	COc1ccccc1N1CCN(C(=O)C(=O)c2cn(CC(=O)N3CCOCC3)c3ccccc23)CC1
0.3	COc1ccccc1OCCNC(=O)c1ccco1
4.4	Cc1cccc(OCCCC(=O)Nc2ccc(N(C)C)cc2)c1
-0.8	CCn1nc(CC(=O)Nc2ccc(-n3cnnn3)c(OC)c2)c2ccccc2c1=O
-0.7	Cc1ccc(C)c(NS(=O)(=O)c2cc(C(=O)NCc3ccccn3)ccc2C)c1
-0.8	CCOC(=O)C1=NN(C(=O)c2ccccc2)C(O)(c2ccc(C)cc2)C1 (stereo unspecified)
-0.6	O=C(CCCn1c(=O)[nH]c2cc(Cl)ccc2c1=O)NCCC1=CCCCC1
3.0	Cc1cc(=O)oc2cc(OCC(=O)NC3CCCC3)ccc12
5.8	CC(C)N1CC2(CC(c3ccccc3F)=NO2)CN1C(=O)c1ccco1 (stereo unspecified)
-0.4	CN(C)CC(=O)c1c(N)n(Cc2ccccc2)c(=O)n(C)c1=O
3.2	O=C(CSC1=NCCN1)C1COc2ccccc2O1 (stereo unspecified)
8.8	O=C(CN1CCOCC1)Nc1cccc(Br)c1
0.3	CCCNc1c(NC(=O)c2cccs2)c(=O)oc2ccccc12
3.4	O=c1c2[nH]c3cccc(Cl)c3c2ncn1CCN1CCCCC1
4.3	CCOC(=O)[C@@H]1CSCCS(=O)(=O)N1C(=O)[C@H](Cc1ccccc1)NC(=O)OC(C)(C)C
0.5	COc1nc(OC)nc(N2CCC(NC(=O)C(Cc3cccc(OC)c3OC)NC(C)=O)CC2)n1 (stereo unspecified)
0.0	CC(C)Nc1nc(Cl)nc(NC2CCCCC2)n1
-0.3	COc1ccc(CNC(=O)CN2C(=O)C(C)N(c3ccc(C)cc3)C2=O)cc1 (stereo unspecified)
-1.3	COC(=O)c1sc(S(=O)(=O)N2CCC(C(=O)O)CC2)c(C(=O)OC)c1C
9.1	Cn1cccc1C(=O)C(=O)Nc1ccccc1
-1.4	NC1=NC(=O)C(c2ccccc2)C(=O)N1 (stereo unspecified)
9.7*	Cc1ccc(N(CC(=O)NC(C)(C)C)C(=O)CCC(=O)Nc2nccs2)cc1C
0.1	Cc1cc(Br)cc(Br)c1OCC(=O)NNC(=O)c1ccoc1C
-2.6	Cc1cc2c3nonc3ccc2n1-c1ccccc1
0.0	CCc1c(O)nc(SCC(=O)N2CCOCC2)n(-c2ccccc2)c1=O
3.2	O=c1c(C=NCc2cccnc2)c(C(F)(F)F)[nH]n1-c1nc2ccccc2s1
-0.6	COCC(C)N1CCC(n2nccc2NC(=O)c2ccc3c(c2)OCO3)CC1 (stereo unspecified)
0.4	COc1c(/C=N/NC(N)=S)c(C)nn1-c1ccccc1
-1.1	CC(C)N(C[C@@H]1CSCCS(=O)(=O)N1)C(C)C
-0.3	c1ccc(COc2ccccc2CNC23CC4CC(CC(C4)C2)C3)cc1
-1.2	CCCn1c(SCC(=O)c2cc(OC)ccc2OC)nnc1C(C)C
-0.8	CCn1c(=O)n(CC)c2cc(S(=O)(=O)Nc3c(C)cccc3C)ccc21
-0.5	Clc1cccc(CNCCCSc2ncccn2)c1
7.3	COc1ccccc1/C=C/C=N/NC(=O)CN1CCN(Cc2ccccc2)CC1
-0.4	CN(C)S(=O)(=O)NCC1CCCN(Cc2ccc(-c3ccccc3)cc2)C1 (stereo unspecified)
-0.6	CCC(CO)Nc1nc(CN2CCCCC2)nc2scc(-c3ccccc3)c12 (stereo unspecified)
-2.1	CCOc1cc(C2NC(=O)NC(C)=C2C(=O)OCC2CCCCC2)ccc1O (stereo unspecified)
0.5	N#CC(CCc1ccc([N+](=O)[O-])cc1)(CCc1ccc([N+](=O)[O-])cc1)C(N)=O
-1.0	O=[N+]([O-])c1ccc(S(=O)(=O)N2CCN(c3ccnc4cc(Cl)ccc34)CC2)cc1
-0.9	Clc1ccccc1C1=Nn2c(nnc2-c2ccncc2)SC1
-2.5	CCO[C@H]1OC(C(=O)N2CCCCCCC2)=C[C@@H](c2coc3ccccc3c2=O)[C@@H]1CCCO
0.8	CCC(C(=O)OCC(=O)Nc1cc(C)ccc1OC)c1ccccc1 (stereo unspecified)
-0.6	O=C(Cn1c(=O)oc2cc(S(=O)(=O)N3CCCC3)ccc21)N1CCCC1
4.2	O=C(NC(Cc1ccccc1)c1ccc2c(c1)OCCCO2)c1ccc(F)cc1 (stereo unspecified)
-0.5	CCCC1(C(=O)OC)NC(c2ccc(OC)c(OC)c2)C2C(=O)N(c3cccc(C(C)=O)c3)C(=O)C21 (stereo unspecified)

# Look-ups from the entries so far:
# In TTR transcr act, COC(=O)c1sc(S(=O)(=O)N2CCC(C(=O)O)CC2)c(C(=O)OC)c1C has -1.3
# In TTR transcr act, Cn1cccc1C(=O)C(=O)Nc1ccccc1 has 9.1
# In TTR transcr act, CCCn1c(SCC(=O)c2cc(OC)ccc2OC)nnc1C(C)C has -1.2
# In TTR transcr act, NC1=NC(=O)C(c2ccccc2)C(=O)N1 (stereo unspecified) has -1.4

# Structural class, the compounds so far with two or more sulfur atoms.
TTR transcr act	molecule
-4.7	CN1C(=O)/C(=C2/C=Cc3ccccc3N2CCCS(=O)(=O)O)SC1=S
4.3	CCOC(=O)[C@@H]1CSCCS(=O)(=O)N1C(=O)[C@H](Cc1ccccc1)NC(=O)OC(C)(C)C
-1.3	COC(=O)c1sc(S(=O)(=O)N2CCC(C(=O)O)CC2)c(C(=O)OC)c1C
-1.1	CC(C)N(C[C@@H]1CSCCS(=O)(=O)N1)C(C)C

# Further structures follow.
TTR transcr act	molecule
-0.1	CCOC(=O)c1ccc(-c2ccc(/C=N/NC(=O)CN(c3cccc(C)c3)S(C)(=O)=O)o2)cc1
-3.6	COc1cccc(Cn2c(NCc3ccccn3)nc3c2c(=O)n(C)c(=O)n3C)c1
0.9	Cc1cc(C(=O)Nc2ccc(F)cc2)c2ccccc2n1
3.7	CN(C(=O)COC(=O)CNC(=O)c1ccc(Cl)cc1Cl)c1ccccc1
1.1	CCCCNC(=O)[C@H]1C[C@H]1[C@@H](O)[C@H](CO)NC(=O)[C@H](COCc1ccccc1)NC(=O)OC(C)(C)C
-0.2	O=S1(=O)c2ccc(N3CCC[C@H]3CO)cc2O[C@H]2CCN1C2
-1.8	CCOc1cc(/C=C/c2ccc3cccc([N+](=O)[O-])c3n2)ccc1O
-0.8	Cc1cc(C)c(NC(=S)N(C)C)cc1C
0.2	CC(=O)c1ccc(OCc2nnn(CC(=O)O)c2-c2ccccc2)cc1
2.9	CCc1cc2cc(C)ccc2nc1SCC(=O)Nc1cc(C)on1
-1.1	CC(=O)N1c2ccccc2NC2=C(C(=O)CCC2)C1c1ccco1 (stereo unspecified)
0.1	Cc1cc2cc3c(=O)[nH]c(=O)cc-3n(CC(O)C(O)C(O)CO)c2cc1C (stereo unspecified)
2.5	C=CCNc1nc(-c2cc3ccccc3o2)cs1
-0.5	COc1cccc(-c2cc(C(=O)N3CC4(C)CC3CC(C)(C)C4)no2)c1 (stereo unspecified)
-1.8	Cc1cc(=O)[nH]c(SC(C(=O)O)c2ccccc2)n1 (stereo unspecified)
-1.0	CCOc1ccc(C(=O)NCC(=O)NNC(=O)CN(C)S(=O)(=O)c2ccc(Cl)cc2)cc1OCC
-0.1	COC[C@H]1CCCN1c1ccc2c(c1)OCCCN(C1CC1)S2(=O)=O
-0.6	Cc1cccc(C)c1-n1nnnc1C1(C)CN(S(C)(=O)=O)CC(=O)N1Cc1ccc(F)cc1 (stereo unspecified)
0.2	Cc1cc(C)c(NC(=O)COC(=O)C2CCCO2)c(C)c1 (stereo unspecified)
-1.3	COc1cc2c(cc1OC)CN(c1ccc3ccccc3n1)CC2
0.5	CCOC(=O)c1c(C)nn(-c2ncccc2NC(=O)NC(C)C)c1C
-0.4	Cn1c(SCC(=O)N2c3ccccc3CCc3ccccc32)nnc1-c1cc2ccccc2cc1O
0.0	CC1C=CCC2C(=O)N(c3ccccc3OC(=O)c3ccco3)C(=O)C12 (stereo unspecified)
-1.0	COc1ccc(C(=O)NCCS(=O)(=O)NCCc2ccccc2)cc1
0.2	Cn1cccc1CC(=O)N/N=C/c1ccco1
-6.6	Nc1nc(N)c2cc(CNc3ccc(Cl)c(Cl)c3)ccc2n1
1.1	O=C(Cn1cnc2c(oc3ccccc32)c1=O)N1CCCc2ccccc21
-1.7	COc1ccc(C(=O)Oc2cc(N)n(S(=O)(=O)c3ccccc3)n2)cc1
5.1	CCS(=O)(=O)Nc1cccc(C2=NN(S(=O)(=O)c3ccc(C)cc3)C(c3ccco3)C2)c1 (stereo unspecified)
-0.8	O=C(CCCCCn1c(=S)[nH]c2ccc(N3CCOCC3)cc2c1=O)NC1CCN(Cc2ccccc2)CC1

# 3 entries picked at random from the list so far, as already listed:
TTR transcr act	molecule
-0.6	Cc1cccc(C)c1-n1nnnc1C1(C)CN(S(C)(=O)=O)CC(=O)N1Cc1ccc(F)cc1 (stereo unspecified)
-1.0	COc1ccc(C(=O)NCCS(=O)(=O)NCCc2ccccc2)cc1
-1.3	COc1cc2c(cc1OC)CN(c1ccc3ccccc3n1)CC2

# (next part)
TTR transcr act	molecule
0.5	CC(C)(C)c1cc(C(=O)N/N=C/c2ccc(O)cc2)n(-c2ccccc2)n1
0.7	COc1ccc2cc3cc(C(=O)Nc4ccc5c(c4)OCO5)oc3nc2c1
-1.1	Cc1cc(C)n(CCCNC(=O)Cn2nnnc2CN2C[C@@H](C)O[C@@H](C)C2)n1
-0.1	CC1Cc2ccccc2N1C(=O)c1ccc2c(c1)OCO2 (stereo unspecified)
2.4	O=C(NNS(=O)(=O)c1ccccc1C(F)(F)F)c1cccc(S(=O)(=O)Nc2ccccc2Cl)c1
-0.1	O=C(CN1CCN(c2ccc(O)cc2)CC1)NC1CCCc2ccccc21 (stereo unspecified)
-0.3	N/C(COc1ncn(-c2ccccc2)n1)=N\S(=O)(=O)c1ccccc1
-0.1	Cn1c(CNC(=O)OC(C)(C)C)nnc1SCC(=O)N1CCOCC1
-0.8	CC1(C)CC(CCN)(Cc2ccccc2Cl)CCO1 (stereo unspecified)
-0.8	CCOc1nc(-c2ccccc2Cl)nc2ccccc12
-0.7	CC1CC(C)CN(S(=O)(=O)c2ccc(NC(=O)C3CC(=O)N(Cc4ccccc4)C3)cc2)C1 (stereo unspecified)
-2.6	COc1cc(C(=O)Nc2cccc(-c3nnc(-c4ccco4)o3)c2)ccc1OC(C)=O
-1.3	CC(C)CNC(=O)C1CCCN(S(=O)(=O)c2ccc(-n3cnnn3)cc2)C1 (stereo unspecified)
0.9	CCC(C)N1C(=O)CCC1C(=O)NCc1ccc2c(c1)OCO2 (stereo unspecified)
5.4	Nn1cnnc1N/N=C/c1cccc(Cl)c1Cl
-0.2	C/C(=N\NC(=O)C(O)(c1ccccc1)c1ccccc1)c1ccc(C)o1
-0.8	CC(=O)c1sc(NC(=O)c2ccc(Br)o2)nc1C
4.6	C=C(C)C(=O)Nc1cccc(C2=NOC3(C2)C[C@@H](C(N)=O)N(C(=O)C2(C)CC2)C3)c1 (stereo partly specified)
1.6	COC(=O)c1ccc2nc(NC(=O)C3CCCCC3)sc2c1
0.6	Cc1cc(Br)ccc1OCC(=O)NNC(=O)c1cnccn1
-0.7	COc1ccc(-c2nnc(SCC(=O)c3cc(C)n(Cc4cccs4)c3C)o2)cc1
-3.1	CC1CN(Cc2ccccc2)c2ccccc2NC1=S (stereo unspecified)
-2.4	COc1ccc2oc(C(=O)OCC(=O)N3CCC(C)CC3)c(C)c2c1
-4.0	COc1ccc(S(=O)(=O)N(C)C[C@H]2Oc3ccc(NC(=O)Nc4ccc5c(c4)OCO5)cc3CC(=O)N([C@@H](C)CO)C[C@@H]2C)cc1
-1.4	CCN(/C=N/S(=O)(=O)c1ccc(Cl)cc1)CC
-0.1	C/C=C(/CCC1NCCc2c1[nH]c1ccccc21)[Si](C)(C)C (stereo unspecified)
-0.3	CN(C)Cc1c(C(=O)Nc2ccccc2)[nH]c2ccccc12
-0.8	CN1CCC(=NNC(=O)C(=O)Nc2cccc(Br)c2)CC1
0.1	COCCN(Cc1ccc(OC)cc1)c1c(C)nc2ccc(C(=O)NCCc3c[nH]c4ccccc34)cn12
1.9	O=C(CCCn1cncn1)N1CCCC(N2CCN(c3ccc(F)cc3)CC2)C1 (stereo unspecified)
0.1	COCCN1CCN(C(=O)c2ccc3oc(CCc4ccccc4)nc3c2)CC1
-0.5	CCN1C(=O)C(CC(=O)Nc2ccc(OC)cc2)N(CCc2ccccc2F)C1=S (stereo unspecified)

# Given with tabs: three of the compounds above
structure	TTR transcr act
COc1ccc(S(=O)(=O)N(C)C[C@H]2Oc3ccc(NC(=O)Nc4ccc5c(c4)OCO5)cc3CC(=O)N([C@@H](C)CO)C[C@@H]2C)cc1	-4.0
CCN(/C=N/S(=O)(=O)c1ccc(Cl)cc1)CC	-1.4
C/C=C(/CCC1NCCc2c1[nH]c1ccccc21)[Si](C)(C)C (stereo unspecified)	-0.1
